# From PubChem
# NR2F2 inh – NR2F2 (human) inhibition, primary screen; P24468; HEK293T NGFI-A luciferase reporter, luminescence; inhibition, % at 8.6 µM; 0.7% of 370,000 active; AID 686940;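 active means inhibition above a per-plate cutoff, mean inhibition of test wells between control levels plus 3 SD, cut at about 38% in these data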;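 further: cells cotransfected with COUP-TFII expression vector driving the NGFI-A reporter; 0% = median of COUP-TF2 test wells and 100% = reporter-only cells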
# TWEAK Fn14 block – inhibitors of TWEAK-Fn14 interaction signaling; TWEAK-stimulated Fn14 reporter cells, luciferase luminescence, 8 h; 2% of 360,000 active; inhibition, % at 10 µM; in the data active means inhibition above about 50%
# SRC1 inh – inhibits human SRC1 coactivator. Q15788. HEK293 GAL4-SRC1 luciferase reporter, luminescence. inhibition, % at 3.6 µM. 0.12% of 360,000 active. AID 588354;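 active means inhibition above the campaign mean plus 3 SD, with each screening campaign given its own cutoff, cut at about 60% in these data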;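 further: 0% = DMSO treated cells and 100% = gossypol at 36 µM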
# KKLEB tox – reduces viability of KKLEB cystic fibrosis airway cells | KKLEB CF airway cells viability, ATPlite luminescence, overnight; active compounds read low; cells stimulated with P. aeruginosa culture filtrate | 0.36% of 360,000 active | activity change (cytotoxicity), % at 5 µM;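 active means corrected activity change at or below -50% at 5 µM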
# C8 TRAIL sens – caspase-8 TRAIL sensitization; NB7+C8 cells + TRAIL, ATPlite viability luminescence; inhibition (viability loss, TRAIL sensitization), % at 10 µM; 1% of 360,000 active;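 active means compounds causing at least 50% loss of cell viability in the single-dose screen, relative to plate controls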
# LMP1 NFkB inh – Epstein-Barr LMP1 NF-kappaB reporter inhibition; LMP1-induced NF-kappaB luciferase reporter cells, luminescence; inhibition, % at 12.5 µM; 0.69% of 350,000 active; AID 504558; in the data active means inhibition above about 41%;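 further: 0% = neutral control wells and 100% = reference inhibitor control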
# NCOA2 inhibitor – human SRC2 (NCOA2) inhibition; AID 651957; inhibition, % at 9 µM; HEK293 GAL4-SRC2 luciferase reporter, luminescence; 0.17% of 370,000 active;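 active means inhibition above the mean inhibition of all tested compounds plus 3 SD, set per campaign, cut at about 52% in these data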;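 further: 0% = DMSO treated cells and 100% = cells given Gossypol at 36 µM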
# Target sequence (Q15596 whole entry, looked up, the tested form may be a part): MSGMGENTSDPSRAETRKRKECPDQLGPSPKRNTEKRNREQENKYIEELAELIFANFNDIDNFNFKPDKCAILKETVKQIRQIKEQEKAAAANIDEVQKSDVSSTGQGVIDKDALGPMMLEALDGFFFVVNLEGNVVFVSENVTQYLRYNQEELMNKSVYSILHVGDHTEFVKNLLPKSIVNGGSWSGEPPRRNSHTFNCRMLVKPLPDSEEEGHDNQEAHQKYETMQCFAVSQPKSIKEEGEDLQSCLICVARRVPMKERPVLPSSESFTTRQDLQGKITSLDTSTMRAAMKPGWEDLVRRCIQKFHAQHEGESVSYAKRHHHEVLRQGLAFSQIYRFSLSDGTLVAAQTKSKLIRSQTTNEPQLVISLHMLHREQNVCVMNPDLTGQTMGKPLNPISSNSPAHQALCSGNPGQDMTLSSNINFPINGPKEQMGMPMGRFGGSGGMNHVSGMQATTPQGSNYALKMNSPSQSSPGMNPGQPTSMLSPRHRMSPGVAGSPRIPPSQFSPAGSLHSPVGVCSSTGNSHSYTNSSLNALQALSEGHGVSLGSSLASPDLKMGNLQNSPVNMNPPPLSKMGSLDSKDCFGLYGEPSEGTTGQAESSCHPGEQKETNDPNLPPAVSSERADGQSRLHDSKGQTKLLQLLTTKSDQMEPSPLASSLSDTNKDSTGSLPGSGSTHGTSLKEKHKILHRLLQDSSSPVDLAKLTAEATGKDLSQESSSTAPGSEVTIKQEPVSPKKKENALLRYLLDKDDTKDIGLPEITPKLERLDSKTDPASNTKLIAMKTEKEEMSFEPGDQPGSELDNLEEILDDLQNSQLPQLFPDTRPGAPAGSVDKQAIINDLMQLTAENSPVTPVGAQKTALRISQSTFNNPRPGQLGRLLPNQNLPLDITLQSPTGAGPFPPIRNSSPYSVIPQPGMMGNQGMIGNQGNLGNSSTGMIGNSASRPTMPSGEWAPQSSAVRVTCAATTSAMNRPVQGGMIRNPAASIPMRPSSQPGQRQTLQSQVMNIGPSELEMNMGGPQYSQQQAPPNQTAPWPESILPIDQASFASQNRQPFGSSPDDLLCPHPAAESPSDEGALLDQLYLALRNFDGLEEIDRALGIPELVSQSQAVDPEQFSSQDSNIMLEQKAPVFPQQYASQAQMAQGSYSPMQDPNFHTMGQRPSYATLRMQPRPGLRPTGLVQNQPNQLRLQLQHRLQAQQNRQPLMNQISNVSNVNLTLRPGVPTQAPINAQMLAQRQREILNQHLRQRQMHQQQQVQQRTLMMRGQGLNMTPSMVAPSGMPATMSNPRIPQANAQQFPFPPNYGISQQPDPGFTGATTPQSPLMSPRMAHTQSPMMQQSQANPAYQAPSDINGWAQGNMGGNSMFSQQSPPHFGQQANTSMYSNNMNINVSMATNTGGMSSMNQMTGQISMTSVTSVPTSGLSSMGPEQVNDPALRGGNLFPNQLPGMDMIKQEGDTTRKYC
# TROY NFkB inh – blocks TROY-dependent signaling in reporter cells. Q293 LMP1-TROYcd NF-kB luciferase reporter, 4 h. inhibition, % at 10 µM. 0.98% of 360,000 active;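 active means compounds whose plate-normalised and pattern-corrected inhibition of the luciferase reporter signal at the single screening dose is 50% or more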
# LRH-1 inv ag – suppresses constitutive activity of human LRH-1. HEK293T StAR-luciferase reporter, LRH-1 transfected, 24 h. inhibition, % at 3.6 µM. O00482. 0.13% of 360,000 active;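 active means inhibition above the mean inhibition of all tested compounds plus 3 SD, cut at about 73% in these data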;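 further: 0% = DMSO wells and 100% = reporter-only cells lacking LRH-1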
# CF NFkB inh – inhibitors of cystic fibrosis induced NF-kB; KKLEB NF-kB-GFP reporter, PAF-induced, GFP fluorescence overnight; inhibition, % at 5 µM; 0.86% of 360,000 active;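 active means at least 50% inhibition at 5 µM, scaled per plate between neutral and stimulator controls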;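 further: PAF is a Pseudomonas aeruginosa culture filtrate used as stimulus; plate controls were PAF-stimulated DMSO wells for no effect and unstimulated DMSO wells for full effect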
# SRC3 inh – inhibitors of human steroid receptor coactivator 3 (SRC3) | inhibition, % at 3.6 µM | Q9Y6Q9 | 0.17% of 360,000 active | HEK293 GAL4-SRC3 luciferase reporter, luminescence;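 active means inhibition above a per-campaign cutoff, the mean of all compounds plus 3 SD, cut at about 60% in these data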;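 further: 0% = DMSO-treated cells and 100% = gossypol-treated cells at 36 µM; higher means less SRC3-driven luciferase light from the GAL4 reporter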
# Numbers without * were called inactive; . = no result given. This is a random part of the collection. Share with any hit: about 4.2%.
SMILES,NR2F2 inh,TWEAK Fn14 block,SRC1 inh,KKLEB tox,C8 TRAIL sens,LMP1 NFkB inh,NCOA2 inhibitor,TROY NFkB inh,LRH-1 inv ag,CF NFkB inh,SRC3 inh
COc1ccc(CC(=O)N2CCc3cc(OC)c(OC)cc3C2C)c(OC)c1 (configuration not stated),.,6,-20,0,0,-1,.,-25,-8,10,-7
O=C(c1ccc(F)c(S(=O)(=O)N2CCOCC2)c1)N(c1ccccc1)c1ccccn1,25,-11,-55,-4,-10,0,2,-13,3,3,10
O=C(NCc1ccc(Cl)nc1)c1ccc2sc([C@@H]3O[C@H](CO)[C@H](O)[C@H](O)[C@H]3O)nc2c1,14,-16,-2,-11,2,.,-4,5,-8,-6,-1
Cc1cc(NC(=O)c2cc(-c3cccnc3)nc3c(C)c(C)ccc23)no1,-12,33,-11,11,5,12,6,6,23,-10,-22
COc1ccc(S(=O)(=O)Nc2cc(C)nn2-c2ccccc2)cc1,-1,-1,-10,0,-11,-7,-4,-3,3,7,1
Cc1ccccc1NC(=O)CS(=O)(=O)c1cn(CC(=O)N2CCOCC2)c2ccccc12,8,-1,-6,-6,6,6,-22,2,-7,9,3
CCN(CC)c1ccc(/C=N/NC(=O)c2ccoc2C)c(O)c1,-50,3,-53,-14,44,23,-28,22,-125,-10,-68
O=C(c1cccs1)N1CCn2c1nc1ccccc12,-51,-30,-79,4,16,-32,-81,-65,-87,-8,-91
CCc1cc2c(NCc3ccccc3)nc(C)nc2s1,18,-9,-7,-7,3,6,-5,36,17,-12,-12
CCc1nc2c(OCC(=O)C(C)(C)C)cccn2c1N(C)C(=O)c1cccs1,11,-22,-16,5,-14,.,18,-12,3,6,1
C=CCNc1nc2ccccc2nc1NS(=O)(=O)c1ccc(Cl)cc1,3,13,7,0,-12,3,38,5,3,5,12
CC(NS(=O)(=O)c1ccc(N)cc1)C1CC2CCC1C2 (configuration not stated),14,45,-26,-5,-7,1,8,15,-3,17,9
C=CCNC(=S)/N=c1\sccn1C,-2,-20,3,-1,-5,-2,-22,-7,3,3,-12
COc1cc(NC(=O)c2sc3ncn(CC(=O)N4CCCCC4)c(=O)c3c2C)cc(OC)c1OC,8,7,3,-10,-7,-3,1,17,-2,-27,-10
C/C(=N\NC(=O)C(N)=O)c1ccc(Br)cc1,-5,-11,12,5,-2,-1,0,12,-2,5,4
CN(C)CCCNC(=S)N(CCCO)Cc1cc2cc3c(cc2[nH]c1=O)OCO3,-67,3,-6,4,7,7,-75,6,5,-3,-1
CC(=O)N1CCc2c(sc(NC(=O)CN3C(=O)CCC3=O)c2C(N)=O)C1,-7,2,7,-13,8,-6,-13,11,5,-14,12
COc1ccccc1NC(=O)c1ccccc1Oc1ccccc1,16,1,8,2,7,9,9,2,29,-9,2
CCN(CC)c1ccc(S(=O)(=O)N2CCOCC2)cc1NC(=O)CSc1ccccc1,-7,12,0,-1,-7,-5,-2,-3,2,-14,12
CC(C)(C)[C@H]1CCC(=O)N([C@H](CN=[N+]=[N-])Cc2ccccc2)CC1,-21,9,7,6,-2,-8,-21,-5,4,-6,-5
CC(=O)c1ccc(N2C(=NC(=O)C3CCCCC3)SC3CS(=O)(=O)CC32)cc1 (configuration not stated),-6,-3,10,-2,-1,-2,2,14,-13,-28,-13
COc1ccc(C2(CO)OC(CO)C(O)C2O)cc1 (configuration not stated),2,8,2,8,-10,-2,3,5,20,-18,-14
Cc1nn(Cc2noc(C(=O)NCCCn3ccnc3)n2)c(C)c1Br,-6,5,-12,-14,-9,-2,6,-3,0,15,9
O=C(NC1CCSc2ccccc21)c1cc(S(=O)(=O)N2CCOCC2)ccc1Cl (configuration not stated),-5,13,19,-8,8,2,-23,-6,0,-20,11
Cc1c(C(=O)NN)nn(-c2ccc(F)cc2)c(=O)c1C#N,4,3,1,2,3,16,2,0,-7,19,-12
# The results go on:
SMILES,NR2F2 inh,TWEAK Fn14 block,SRC1 inh,KKLEB tox,C8 TRAIL sens,LMP1 NFkB inh,NCOA2 inhibitor,TROY NFkB inh,LRH-1 inv ag,CF NFkB inh,SRC3 inh
Cc1nc(CN(C)C(=O)CC2C(=O)NCCN2Cc2ccc(-c3ccccc3)cc2)cs1 (configuration not stated),1,0,3,8,-13,0,-8,0,0,3,13
O=C(CN1c2cccc3cccc(c23)S1(=O)=O)Nc1ccc(S(=O)(=O)N2CCOCC2)cc1,4,-14,-1,11,-4,0,2,3,33,-16,-1
CSc1ccc(/C=N\NC(=O)CNc2ccc(C)cc2)cc1,10,-5,5,2,-13,-1,2,-52,-2,-3,-3
CCOc1cc(N2CCOCC2)c(OCC)cc1NC(=O)CSc1ccccc1C(=O)O,6,-7,-16,-4,-7,-7,-4,-2,25,6,-3
Cc1ccc(C(=O)NC(c2ccccc2)C(Cl)Cl)cc1 (configuration not stated),-18,6,-19,1,31,-17,-15,-1,5,-7,-2
CC(C)(C)c1csc(NC2=NS(=O)(=O)c3ccccc32)n1,-47,22,-58,10,43,-14,-54,-31,-135,-8,-79
COc1cccc(NC(=O)C(C)OC(=O)CCCNC(=O)c2ccc(Cl)cc2)c1 (configuration not stated),-37,3,-74,0,-17,-2,0,-19,-8,2,-10
C=CCn1c(CC(=O)Nc2ccc(C)cc2C)nnc1SCC(=O)N1CCOCC1,4,0,8,11,5,-2,18,16,13,-15,25
O=c1[nH]c(SCc2n[nH]c(=S)n2-c2ccccc2)nc2sc3c(c12)CCC3,-2,-23,-3,-28,4,13,-12,8,1,-3,5
COc1cc(C(=O)NNC(=O)C2CCC2)cc(OC)c1OC,3,-7,0,0,6,-1,10,4,1,19,-3
Cc1ccc(CSc2nnc(-c3ccc(NS(=O)(=O)c4ccccc4)cc3)o2)cc1,0,-38,9,-20,13,2,7,9,-9,32,13
O=C(CSc1ccccc1)N1CCN(c2ccc(F)cc2)CC1,-1,-16,-2,-4,-1,7,-2,-23,5,-3,9
CC1(C(=O)Nc2ccc3c(c2)OCCO3)CCN1C(=O)C/C=C/c1ccccc1 (configuration not stated),-8,16,6,0,14,.,-36,0,15,6,4
CC1=NN(Cc2cc(C(C)(C)C)c(O)c(C(C)(C)C)c2)C(=O)C1,12,42,9,-4,-1,1,12,1,12,3,-1
O=c1ncccn1C1OC(CO)C(O)C1O (configuration not stated),8,-4,7,-1,-18,.,9,14,-12,-2,-4
Cc1ccc(C)c(S(=O)(=O)NCc2ccc(C(=O)N3CCCCC3C)cc2)c1 (configuration not stated),2,0,-3,-6,5,-1,2,4,-6,0,11
O=C(NCCN1CCOCC1)c1c[nH]c2ccc(S(=O)(=O)N3CCOCC3)cc2c1=O,-10,3,-10,-15,-6,4,-32,4,-10,5,-2
O=C(NCc1ccc(F)cc1)c1cc(C2CCCN(C(=O)c3cccs3)C2)on1 (configuration not stated),-12,-37,8,-13,-5,.,11,18,21,31,17
COc1cccc(CC2(CO)CCCN(Cc3nc(-c4cccs4)oc3C)C2)c1 (configuration not stated),8,-14,-10,-11,-17,1,-25,-5,-15,14,6
O=C(/C=C/c1ccc(Cl)cc1)N1CCN(Cc2ccccc2)CC1,-21,-8,0,-8,13,-3,-27,-8,-6,10,14
O=[N+]([O-])c1cccc(CN2CCN(c3ncccn3)CC2)c1,0,0,19,-4,-7,-186,17,-2,-17,0,-16
Nc1nc(SCC(=O)Nc2ccccc2Oc2ccccc2)n[nH]1,-5,2,7,3,6,-1,3,3,8,2,12
CCN1CCN(C(=O)CCc2nnc3ccc(N4CCC5(CC4)OCCO5)nn23)CC1,-14,-31,-19,-5,4,0,-4,-16,-19,7,10
COc1ccc(CCNC(=O)CCCc2ccccc2)cc1OC,2,-8,2,1,-13,-3,-17,-7,10,-5,0
CCOC(=O)C1CCN(C(=O)c2ccccc2CCc2ccccc2)CC1,14,-10,-12,1,3,1,4,-21,6,17,4
# (more compounds)
SMILES,NR2F2 inh,TWEAK Fn14 block,SRC1 inh,KKLEB tox,C8 TRAIL sens,LMP1 NFkB inh,NCOA2 inhibitor,TROY NFkB inh,LRH-1 inv ag,CF NFkB inh,SRC3 inh
Cc1nnc(NC(=O)c2ccc3c(c2)OCO3)s1,-41,1,-86,5,9,-13,-79,-39,-109,0,-75
COc1ccc(-n2c(C)c(C)c3c(NCCCO)ncnc32)cc1,-31,3,-17,5,3,-11,-44,-31,-12,2,-37
S=c1nc(-c2ccccc2)n(-c2ccccc2)[nH]1,-24,8,-6,1,-6,0,-61,-27,-30,-2,-10
Oc1ccccc1C(=S)N1CCCC1,-2,9,-10,-1,-8,13,7,-5,8,-10,1
CCOC(=O)c1c(N)sc(-c2ccccc2)c1C,-18,-7,-21,9,-7,-1,-41,-50,-71,-2,-3
Cc1ccccc1C(=O)N/N=C/c1ccccn1,-8,26,-78,5,38,8,-41,18,-114,4,-55
S=C1CCSc2ccc(Cl)cc2N1,-1,-1,-2,0,-8,-6,-5,2,14,11,-5
O=C(CCc1nc(-c2ccc(Cl)cc2)no1)NC1CCCCC1,13,-5,3,-3,2,5,11,10,10,0,11
CCOC(=O)C1CCN(S(=O)(=O)c2c(C)[nH]c(C)c2C(=O)N2CCCC2)CC1,-4,-2,4,-11,13,-3,-4,-1,-10,-18,1
O=C(CN1C(=O)c2cccnc2Oc2ccc(Cl)cc21)Nc1ccccc1F,-10,19,-15,2,-5,-16,11,-4,-11,12,-17
O=C(C(=O)N1CCN(c2ccc(F)cc2)CC1)c1c[nH]c2ccccc12,6,-4,7,-2,16,6,-1,5,16,-4,0
Nc1nc(SCC(=O)NCCOCCO)nc2sc3c(c12)CCCC3,-17,-3,-65,2,2,3,-12,8,12,-18,8
COc1ccccc1C(=O)Nc1ccc(NC(=O)c2ccco2)cn1,-53,-2,-61,2,21,-2,-37,-56,-71,-23,-49
CCOc1ccc(S(=O)(=O)Nc2cc(NS(=O)(=O)c3ccc(OCC)cc3)cc(C(=O)O)c2)cc1,0,-3,12,14,-7,-5,13,-19,-13,-22,-6
Cn1cc(CCNC(=O)c2ccc3nc(Cc4ccccc4F)oc3c2)cn1,-69,-27,-106,-8,-2,-20,-33,-40,-96,-3,-70
O=C(NCCCn1ccnc1)c1ccc(Cl)s1,-13,-3,-2,6,0,-12,-61,5,17,-4,-8
Nc1ccc(C(=O)OCc2nc3c(ccc4ccccc43)[nH]2)cc1,-34,6,-147,9,25,-60,-57,-47,-145,-8,-242
Cc1ccc2nc(C)cc(N/N=C/c3cccnc3)c2c1,-10,-18,-9,14,-5,-1,-20,-5,6,7,-2
O=S1(=O)CCN2C=C(Cl)C=C(Cl)C2=N1,3,18,-7,5,-2,4,-25,4,-11,-10,20
S=C(Nc1ccc2nc(-c3ccccn3)c(-c3ccccn3)nc2c1)N1CCCCC1,.,-14,-35,-7,2,-2,.,-25,-16,-1,-26
COc1ccc(S(=O)(=O)N(C)C[C@@H]2OCc3cn(nn3)CCCC(=O)N([C@H](C)CO)C[C@H]2C)cc1,-4,-2,1,1,-5,.,-15,-10,-13,-5,4
Cc1cccc(NC(=O)CSc2nnc(C)n2Cc2ccccc2)c1,-8,-8,7,-14,-4,9,-4,-26,-25,5,10
COc1ccc(N2CCN(C(=S)Nc3ccc(F)cc3)CC2)cc1,-6,0,18,11,-8,9,1,8,0,5,3
